# TRPN1 ag – zebrafish TRPN1 channel agonists, primary screen, cell-based, HEK293, calcium fluorescence | activation, % at 3 µM | 220,000 tested, 0.18% active | HEK293 zebrafish TRPN1-YFP, Fluo-8 calcium fluorescence; 100% = response to 87 µM carbachol | AID 1424, 2008;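 active means activation above its plate's cutoff, the mean activation of test wells on that plate plus 3 SD, cut at about 19% in these data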;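 further: 0% = DMSO alone and 100% = 87 µM carbachol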
#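 Material: zebrafish TRPN1-YFP in HEK293 cells. Doses: one dose of 3 µM, 0.3% DMSO. Incubation: dye 1 h 37 °C plus 30 min RT. Measured by: intracellular calcium fluorescence with Fluo-8.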
# TRPML3 agonist – human TRPML3 channel agonists, primary screen, cell-based, HEK293 TRPML3-YFP, Fluo-8 calcium fluorescence, 3 µM. Mucolipin-3 (Homo sapiens), Q8TDD5. 100% = the carbachol control signal. activation, % at 3 µM. 220,000 tested, 0.29% active;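 active means activation above its plate's cutoff, the mean activation of the plate's test wells plus 3 SD, cut at about 12% in these data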;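 further: 0% = DMSO only wells and 100% = carbachol wells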
# Target sequence (Q8TDD5 whole entry, looked up): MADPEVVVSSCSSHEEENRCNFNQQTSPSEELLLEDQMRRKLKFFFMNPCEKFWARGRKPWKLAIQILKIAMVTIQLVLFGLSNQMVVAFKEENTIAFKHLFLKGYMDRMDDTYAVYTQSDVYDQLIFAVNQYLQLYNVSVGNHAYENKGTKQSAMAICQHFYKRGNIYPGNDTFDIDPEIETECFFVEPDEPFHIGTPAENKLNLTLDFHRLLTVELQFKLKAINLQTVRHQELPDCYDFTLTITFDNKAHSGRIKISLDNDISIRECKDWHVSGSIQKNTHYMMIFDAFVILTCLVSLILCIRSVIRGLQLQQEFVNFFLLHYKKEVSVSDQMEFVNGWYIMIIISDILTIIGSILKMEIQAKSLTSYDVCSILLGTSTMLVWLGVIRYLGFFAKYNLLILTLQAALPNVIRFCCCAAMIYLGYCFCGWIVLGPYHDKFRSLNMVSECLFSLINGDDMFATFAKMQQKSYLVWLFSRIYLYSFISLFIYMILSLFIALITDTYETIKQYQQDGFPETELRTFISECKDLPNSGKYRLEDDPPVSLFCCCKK
#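 Material: HEK293 cells stably carrying human TRPML3-YFP; compound dosing: single dose, 3 µM final nominal compound, 0.3% DMSO final; incubation: 1-h 37 °C dye load, 5-s basal, 120-s post-compound reads; technique: Fluo-8 intracellular calcium fluorescence, excitation 470-495 nm, emission 515-575 nm; read-out basis: percent activation from peak-to-basal fluorescence ratio, scaled between DMSO and carbachol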
# BaF3 tox – parental Ba/F3 cell viability inhibition, counter-screen for JAK2V617F inhibitor project, murine pro-B, CellTiter-Glo luminescence. CellTiter-Glo ATP luminescence. inhibition, % at 5.6 µM. 220,000 tested, 1.1% active;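 active means inhibition above a per-campaign cutoff, the mean inhibition of all tested compounds plus 3 SD, cut at about 27% in these data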;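 further: 0% = DMSO wells and 100% = JAK Inhibitor I control wells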
# RBBP9 inhibitor – human RBBP9 inhibitors, primary screen, biochemical, fluorescence polarization, FP-Rh probe, HTS. 220,000 tested, 0.2% active. Serine hydrolase RBBP9 (Homo sapiens), O75884. recombinant RBBP9. inhibition, % at 7.94 µM;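 active means inhibition above the campaign mean of all tested compounds plus 3 SD, cut at about 14% in these data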;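 further: plate controls were DMSO wells with RBBP9 for no effect and wells lacking RBBP9 protein for full effect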
# Target sequence (O75884 whole entry, looked up): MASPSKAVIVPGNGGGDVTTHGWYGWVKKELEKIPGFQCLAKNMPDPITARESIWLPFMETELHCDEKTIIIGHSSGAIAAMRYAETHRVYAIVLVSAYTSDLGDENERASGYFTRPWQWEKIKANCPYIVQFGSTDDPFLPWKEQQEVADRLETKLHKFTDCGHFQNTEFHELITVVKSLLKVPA
#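 Measured by – fluorescence polarization · Test system – RBBP9 protein · Input – 2.5 µM RBBP9 dispensing solution, before mixing · Measure – percent inhibition from mP, scaled between DMSO and no-protein wells · Benchmarks – DMSO-treated enzyme wells and wells lacking RBBP9 · Times – preincubation 30 min plus labeling 45 min at 25 °C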
# PPC-1+TRAIL kill – compounds killing PPC-1 cancer cells with TRAIL present, primary screen, TRAIL potentiator project, ATPLite luminescence, uHTS; PPC-1 cells + TRAIL, ATPLite viability luminescence; 220,000 tested, 0.41% active; AID 1443, 2008; cell killing (% activity), % at 4 µM;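 active means cell killing above 50% in the first pass at 4 µM, then a duplicate retest at 5 µM averaging 50% or more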;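 further: plate controls were cells with TRAIL plus DMSO for no effect and medium-only wells lacking cells for full effect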
# TNF death inh – inhibitors of TNF-alpha triggered necroptosis, primary screen, cell-based, Jurkat FADD-/-, single concentration | AID 463075, 2010 | 220,000 tested, 0.068% active | Jurkat FADD-/- TNF necroptosis rescue, ATP luminescence, 24 h; 0 = TNF only, 100 = no-TNF cells | activation (protection from cell death), % at 10 µM;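 active means activation, meaning protection from cell death, of at least 50% relative to plate controls; inactive means activation below 50%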;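 further: necroptosis triggered by 40 ng/mL TNF-alpha added together with compound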
# CHOP inhibitor – inhibitors of CHOP promoter induction, primary screen, cell-based, unfolded protein response, luciferase reporter; AID 2732, 2010; 220,000 tested, 3.8% active; CHO-K1 CHOP-promoter luciferase, tunicamycin-induced, 15-18 h; inhibition, % at 10 µM;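 active means compounds that reduced the stress-induced luciferase reporter signal by more than about 70% of percent inhibition, limit read from the data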;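 further: 0% = tunicamycin plus vehicle and 100% = wells without tunicamycin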
# Ba/F3 V617F tox – reduced viability of JAK2V617F-dependent Ba/F3 cells, primary screen, JAK2V617F inhibitor project, cell-based, Ba/F3 EpoR-JAK2V617F, luminescence; ATP luminescence; inhibition, % at 5.6 µM; 220,000 tested, 1.1% active;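 active means inhibition above the campaign mean plus 3 SD over all tested compounds, cut at about 24% in these data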;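 further: cytokine-independent growth of Ba/F3 cells driven by EpoR plus mutant JAK2; 0% = DMSO-treated cells and 100% = JAK inhibitor I control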
# Wee1 degr inh – Wee1 degradation inhibitors, primary screen, cell-based, HeLa, Wee1K328M-luciferase, luminescence. Wee1-like protein kinase (Homo sapiens), P30291. reporter increase, % at 5 µM. AID 1321, 2008. HeLa Luc-Wee1K328M stability; 100% = proteasome inhibitor MG132 effect. 220,000 tested, 1.2% active;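 active means activation above the mean of all tested compounds plus 3 SD, set per screening run, cut at about 8.8% in these data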;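 further: cells exposed to compound for 20 h before luminescence read; 0% = DMSO alone and 100% = MG132 at 30 µM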
# Active calls of the source: *; / = not tested or not shown. Rows are unselected; overall some 6.8% were active at least once.
SMILES,TRPN1 ag,TRPML3 agonist,BaF3 tox,RBBP9 inhibitor,PPC-1+TRAIL kill,TNF death inh,CHOP inhibitor,Ba/F3 V617F tox,Wee1 degr inh
O=C(COc1ccccc1[N+](=O)[O-])N1CCC(Cc2ccccc2)CC1,-2.4,0.1,8,-4,17,1.9,20,4,-1
CCC(C(=O)OCC(=O)Nc1ccc(SC(F)F)cc1)c1ccccc1 (centres undefined),1.5,0.6,4,-23,3,-10,62,5,3
CCc1ccc(Nc2cc(C)nc3nc(C)nn23)cc1,-3.8,-0.8,4,-3,15,-5.2,35,2,2
CC1CC(=O)C2=C(C1)Nc1ccccc1N=C2 (centres undefined),-0.4,0.5,7,0,-2,0.9,-12,7,0
COc1ccc(CNC(=O)Cc2ccc(OC)c(S(=O)(=O)N3CCOCC3)c2)cc1,0.1,0.9,4,-10,14,-2.8,-7,1,0
COc1ccc(N(C)S(=O)(=O)c2cccc(C(=O)Nc3cc(OC)ccc3OC)c2)cc1,-1.3,4.3,4,-5,14,4.1,3,0,3
COc1ccc(C(=O)C2CCCN(C(=O)c3cc4nc(C)cc(C)n4n3)C2)cc1F (centres undefined),1.2,0.1,6,-8,9,-0.7,-21,-1,3
Cn1nnc(NC(=S)NC(=O)c2ccccc2)n1,0.7,0.4,0,-3,12,0.2,17,0,-1
CC(C)On1c(SCC(=O)N(C)C)nc2ccccc2c1=O,-1.1,-0.3,2,0,18,1.5,-1,-4,3
O=C(Nc1cccc2ccccc12)NC1Cc2ccccc2C1,-0.4,0.3,-1,-2,11,3.6,44,2,0
CCOC(=O)C1C(=O)OC(C)(C)C1C(C)C(=O)c1ccc(C)cc1 (centres undefined),-1.2,0.2,-1,3,33,0.7,10,-4,1
CC(C)c1ccc(OCC(=O)Nc2cccc3c2CCCC3)cc1,1.9,0.6,14,-8,8,-2.0,-7,7,-1
CC1CC(C)CN(C(=O)COC(=O)CNS(=O)(=O)/C=C/c2ccccc2)C1 (centres undefined),-0.5,-0.3,-2,-7,16,-0.3,44,-3,-1
CCCCn1c(C)cc(/C=C(\C#N)C(=O)O)c1C,1.3,0.5,3,-7,-16,0.2,2,0,1
CNC(=O)N(C1=NCCCCC1)c1ccc(Br)cc1,0.5,1.6,4,-6,12,1.1,28,-2,0
Nc1nc(SCc2ccc(Cl)cc2Cl)ns1,0.3,0.3,0,-4,13,-3.0,12,-3,2
COC(=O)Cn1c(=N)n(CCN2CCCCC2)c2ccccc21,0.7,0.1,1,-7,-24,0.7,-4,0,3
Clc1ccccc1-c1ncnc2ccc(Br)cc12,-3.0,-0.8,3,-12,4,-4.7,-3,3,1
CCOC(=O)/C(=N\Nc1cc(Cl)ccc1Cl)N1CCN(C)CC1,-0.6,0.3,6,-3,-2,7.6,28,1,4
CCCc1n(CC)c2ccccc2[n+]1CC(O)COC1CCCCC1 (centres undefined),-1.8,0.8,50*,-11,/,-1.0,0,33*,-2
O=C(CCCC(=O)N1CCN(c2ccccc2F)CC1)N1CCN(c2ccccc2F)CC1,0.5,0.7,2,2,-5,-0.7,18,-2,0
N#Cc1ccccc1Sc1ccccc1C(=O)Nc1ccccc1,-0.8,-0.7,8,-7,13,-1.9,-19,2,-2
COc1ccc2c(c1)C(C)=CC(C)(C)N2S(=O)(=O)c1ccc(Br)cc1,-0.9,2.2,69*,-11,9,-8.8,-85,74*,0
O=C(Cc1csc(-c2ccccc2)n1)NCc1ccc(F)cc1,0.2,-0.3,10,-1,-19,0.4,16,5,-3
CC(=O)CCC(=O)c1ccc2ccccc2c1,-0.2,-0.3,1,-2,22,1.5,10,-3,0

# Nothing new here: four of the compounds above.
SMILES,TRPN1 ag,TRPML3 agonist,BaF3 tox,RBBP9 inhibitor,PPC-1+TRAIL kill,TNF death inh,CHOP inhibitor,Ba/F3 V617F tox,Wee1 degr inh
N#Cc1ccccc1Sc1ccccc1C(=O)Nc1ccccc1,-0.8,-0.7,8,-7,13,-1.9,-19,2,-2
COc1ccc2c(c1)C(C)=CC(C)(C)N2S(=O)(=O)c1ccc(Br)cc1,-0.9,2.2,69*,-11,9,-8.8,-85,74*,0
O=C(Cc1csc(-c2ccccc2)n1)NCc1ccc(F)cc1,0.2,-0.3,10,-1,-19,0.4,16,5,-3
CC(=O)CCC(=O)c1ccc2ccccc2c1,-0.2,-0.3,1,-2,22,1.5,10,-3,0

# The list continues:
SMILES,TRPN1 ag,TRPML3 agonist,BaF3 tox,RBBP9 inhibitor,PPC-1+TRAIL kill,TNF death inh,CHOP inhibitor,Ba/F3 V617F tox,Wee1 degr inh
O=C(Cn1cncn1)NCCCc1ccccc1,-0.8,0.9,-2,-11,12,2.4,9,-3,2
Cn1c(SCC(=O)N2CCCC2)nc2cccnc21,1.9,0.5,9,-2,0,0.5,5,5,-1
Cn1c(=O)c(/C(N)=N/OC(=O)c2ccccc2)cn(-c2ccccc2)c1=O,1.2,0.4,6,-1,14,0.0,15,1,2
O=C(CSc1ccc(-c2ccco2)nn1)NC1CCCC1,1.9,0.3,0,-10,-7,1.1,39,-1,3
Cc1cc(NC(=O)CSc2nnc(-c3c[nH]c4ccccc34)n2-c2ccc(F)cc2)no1,0.4,0.4,-2,-5,1,-0.5,1,-2,-1
O=C(Nc1nc2ccccc2n1CCN1CCOCC1)c1cn(-c2ccccc2)nc1-c1ccccc1,1.0,0.0,5,-4,4,-9.4,34,1,0
CC(C)CN(C(=O)COC(=O)c1cc2ccccc2oc1=O)C1CCS(=O)(=O)C1 (centres undefined),1.9,1.0,6,-7,16,1.3,-26,1,1
O=C(CSc1n[nH]c(=O)[nH]c1=O)c1ccccc1,-0.2,0.6,4,-8,-5,-1.8,2,0,-1
C=CCOc1ccc(CNc2nn[nH]n2)cc1,0.3,-0.1,2,-5,-4,-2.3,-19,-3,-2
COc1cc(C(=O)NC2CCCC2)c(Br)c(OC)c1OC,0.4,0.1,1,-11,4,-0.1,10,5,1
CC(C)(C)NC(=O)C(=O)NNC(=O)c1ccc(C(C)(C)C)cc1,0.6,0.8,6,1,19,1.5,19,-4,-2
COc1ccc(-c2cc(C(=O)O)no2)cc1,2.5,0.9,7,-8,-5,0.4,20,-2,-3
Cc1cccn2c(=O)c(/C=N/O)c(NCc3ccccc3)nc12,-3.7,-0.9,0,-7,9,-3.4,5,0,6
CC(C)NC(=O)NC(=O)COC(=O)c1ncc(Cl)c(Cl)c1Cl,-0.8,0.5,5,-6,-4,0.0,-24,-1,-1
O=C(NCCNC(=O)c1ccccc1)c1ccccc1,1.4,1.1,1,-4,-7,2.7,6,-4,0
CNc1nc(Oc2ccc(C(=O)OC)cc2)nc(SC)n1,2.2,-0.5,4,1,7,-1.6,22,2,-2
CC(=O)c1ccc(N2CCN(C(=S)Nc3ccccc3F)CC2)cc1,2.0,1.1,2,-7,-4,1.8,-13,-6,4
Cc1cc(O)c(NC(=O)c2cc([N+](=O)[O-])ccc2Cl)cc1C,-2.5,-1.3,3,-7,6,5.4,-24,0,45*
O=C(Nc1ccc(C#Cc2ccccc2)cc1)C1CC1,-0.1,0.0,12,-9,-3,-7.8,-1,38*,2
O=C(CC1SC(=Nc2ccccc2F)N(CCN2CCOCC2)C1=O)Nc1ccc(F)cc1F (centres undefined),3.2,1.6,4,-3,20,0.3,0,-1,-2
Cc1c(NC(=O)COC(=O)c2ccc(F)c(S(=O)(=O)N3CCOCC3)c2)c(=O)n(-c2ccccc2)n1C,0.4,1.1,7,-10,30,0.7,-4,2,0
CCCCOc1ccc(N(CC(=O)NCC2CCCO2)C(=O)CCC(=O)Nc2nccs2)cc1 (centres undefined),0.0,0.6,8,-10,18,-1.6,3,2,3
COc1cc(OC)c(C(=O)Nc2ncn[nH]2)cc1OC,1.1,0.3,-2,-4,/,0.3,/,-1,0
NC(=O)c1cc(NC(=O)c2ccc(NS(=O)(=O)c3cccs3)cc2)cc(C(N)=O)c1,1.6,0.5,-4,-7,6,1.5,15,-4,4
Cc1ccc(NC(=O)Nc2ccc3c(c2)N(C)C(=O)CS3)cc1C,7.0,3.7,5,-13,20,-3.3,73*,2,3
# Further compounds
SMILES,TRPN1 ag,TRPML3 agonist,BaF3 tox,RBBP9 inhibitor,PPC-1+TRAIL kill,TNF death inh,CHOP inhibitor,Ba/F3 V617F tox,Wee1 degr inh
Cc1cc(C(=O)NC(C)C2CCCO2)cs1 (centres undefined),0.3,0.5,4,2,16,0.1,29,-1,0
Cc1cnc(NC(=O)CCN2C(=O)C3CCCCC3C2=O)s1 (centres undefined),1.4,-1.6,6,-4,8,0.7,-14,0,-2
Cc1cn2c(nc1=O)OC1CC2OC1CO (centres undefined),3.0,0.8,-8,-2,-6,1.0,17,-3,2
COc1ccccc1NC(=O)N(Cc1ccco1)Cc1cc2ccc(C)c(C)c2[nH]c1=O,-0.2,-0.2,10,-13,-1,-16,/,4,4
CCN1CCN(C(c2ccccn2)c2c(NC(=O)c3ccccc3)sc(C)c2C)CC1 (centres undefined),0.3,-0.2,3,-2,0,-4.3,27,1,0
Nc1cc(N2CCCC2)ccc1[N+](=O)[O-],-0.1,0.0,2,-5,13,-0.5,13,4,5
CCOc1ccc2nc(SCC(=O)Nc3nonc3C)[nH]c2c1,-2.2,-0.9,3,-3,6,0.5,21,0,-1
Cc1ccc(C(=O)NC(C)c2ccccc2)cc1Br (centres undefined),-1.6,-0.9,5,-10,1,3.5,27,-2,0

# Some of these compounds in order of molar mass, highest first.
SMILES,TRPN1 ag,TRPML3 agonist,BaF3 tox,RBBP9 inhibitor,PPC-1+TRAIL kill,TNF death inh,CHOP inhibitor,Ba/F3 V617F tox,Wee1 degr inh
CCN1CCN(C(c2ccccn2)c2c(NC(=O)c3ccccc3)sc(C)c2C)CC1 (centres undefined),0.3,-0.2,3,-2,0,-4.3,27,1,0
Cc1ccc(C(=O)NC(C)c2ccccc2)cc1Br (centres undefined),-1.6,-0.9,5,-10,1,3.5,27,-2,0
Nc1cc(N2CCCC2)ccc1[N+](=O)[O-],-0.1,0.0,2,-5,13,-0.5,13,4,5
